SUMO HTRF inh – inhibitors of human SUMOylation (UBC9) | P63279 | HTRF SUMOylation assay, SAE1/SAE2 + UBC9, in vitro | inhibition, % at 35 µM | 290,000 compounds, 0.36% hits | AID 2006; in the data active means inhibition above about 50%, passing the limit was not always enough; further: strong numbers were not always called active
Target sequence (P63279 whole entry, looked up): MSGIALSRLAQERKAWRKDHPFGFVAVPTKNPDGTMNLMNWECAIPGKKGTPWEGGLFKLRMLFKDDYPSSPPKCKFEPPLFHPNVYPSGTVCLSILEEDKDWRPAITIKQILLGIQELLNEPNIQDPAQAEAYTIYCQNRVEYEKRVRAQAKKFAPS
M18AAP inhibitor – blocks P. falciparum M18 aspartyl aminopeptidase; recombinant PfM18AAP, H-Glu-NHMec fluorogenic cleavage; inhibition, % at 7.35 µM; AID 1822; 290,000 compounds, 1.2% hits;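 active means inhibition above the campaign mean inhibition over all tested compounds plus 3 SD, cut at about 28% in these data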;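 further: 0% = plate median of test compound wells and 100% = 2 mM ZnCl2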
HCV NS3 hel inh – blocks Hepatitis C virus NS3 helicase unwinding. NS3 helicase DNA unwinding, Cy5 molecular beacon fluorescence. inhibition, % at 10.9 µM. 290,000 compounds, 0.56% hits;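 active means inhibition above the mean of all tested compounds plus 3 SD, set per campaign, cut at about 35% in these data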;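 further: 0% = DMSO wells and 100% = thioflavine S control wells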
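Test system: hepatitis C virus NS3 helicase domain fragment enzyme. Also added: annealed dual-labelled DNA beacon duplex, ATP-started. Timing: 60 min unwinding reaction at 25 °C after ATP addition. Technique: Cy5 fluorescence. Measure: % inhibition of unwinding.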
NALP1 yeast inh – NALP1 inhibition | AID 2071 | inhibition, % at 10 µM | S. cerevisiae NALP1/ASC/caspase-1 growth, X-gal OD620, 72 h | 280,000 compounds, 0.61% hits; in the data active means inhibition mostly above about 24%, no sharp cut-off; inactive means mostly below about 32%; further: some compounds called inactive have numbers as strong as hits
MEKK2 mut-MEK5 – signal of MEK5 binding to mutant human MEKK2 PB1 domain; AID 1530; percent response, % at 10 µM; 290,000 compounds, 0.35% hits; bead flow cytometry, Alexa488-MEK5 binding to MEKK2 mutant; in the data active means percent response above about 24%, passing the limit was not always enough; further: inactives centre near 1; some results filed as inactive read as strong as hits
MEKK2 WT-MEK5 – raises or lowers MEK5 binding to wildtype human MEKK2 PB1 domain | Q9Y2U5 | bead flow cytometry, Alexa488-MEK5 binding to MEKK2 WT; actives lie on both sides | binding response (% of control), % at 10 µM | 290,000 compounds, 1.1% hits; in the data active means binding response below about 67% or above about 130%
IMP-1 inh – inhibitors of Pseudomonas aeruginosa IMP-1 metallo-beta-lactamase; AID 1556; 290,000 compounds, 0.45% hits; purified IMP-1, nitrocefin hydrolysis, epi-absorbance fluorescence; inhibition, % at 5.6 µM;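 active means inhibition above the mean plus 3 SD of all compounds in the same screening run, cut at about 4.5% in these data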;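 further: 0% = IMP-1 with DMSO and 100% = DMSO wells lacking enzyme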
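Assay system: purified IMP-1; Quantity: IMP-1 0.2 nM before substrate addition; Medium: HEPES buffer pH 7.1 with ZnSO4 and Brij 35; Incubation: 15 min enzyme–compound preincubation, then 25 min nitrocefin reaction, 25 °C; Signal: fluorescence quenching readout, ex 480/em 530 nm; Controls: DMSO with and without IMP-1; Repeats: singlicate testing.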
FID counter – displaces DNA intercalator in HCV helicase counter-screen | DNA fluorescent intercalator displacement, fluorescence | inhibition, % at 7.9 µM | 290,000 compounds, 0.17% hits | AID 1845; in the data active means inhibition above about 37%;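 further: 0% = vehicle and 100% = reference compound; higher means more ethidium bromide displaced from hairpin DNA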
VIM-2 inhibitor – blocks Pseudomonas aeruginosa VIM-2 metallo-beta-lactamase; purified VIM-2, nitrocefin hydrolysis, epi-absorbance fluorescence; inhibition, % at 5.6 µM; 290,000 compounds, 0.89% hits;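 active means inhibition above the mean of all tested compounds plus 3 SD, cutoff set per screening run, cut at about 7.5% in these data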;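 further: red hydrolysis product quenches plate fluorescence so inhibitors raise well fluorescence; 0% = enzyme with DMSO and 100% = DMSO without enzyme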
* hit, by the source's call; . = not tested or not shown. This is a subset; rates above refer to the full screens.

SMILES | SUMO HTRF inh | M18AAP inhibitor | HCV NS3 hel inh | NALP1 yeast inh | MEKK2 mut-MEK5 | MEKK2 WT-MEK5 | IMP-1 inh | FID counter | VIM-2 inhibitor
COC(=O)CC1(Cc2ccccc2)C(=O)NC(=O)NC1=O | 5 | -1 | 4 | . | 6 | 100 | -2.5 | -1 | -2.5
COc1cc(OC)cc(C(=O)NC(=S)N2C[C@H]3C[C@H](C2)c2cccc(=O)n2C3)c1 | 25 | 5 | -5 | -3 | 2 | 103 | -3.5 | -12 | -2.2
CC1CCN(C(=O)c2ccc(N3CC4CC(C3)c3cccc(=O)n3C4)c([N+](=O)[O-])c2)CC1 (stereo not given) | 10 | 1 | 3 | 2 | -1 | 102 | -2.5 | -26 | -1.5
C[C@]12CCC3C(CCC4=CC(O)CC[C@@]43/C=N/O)C1(O)CCC2C1=CC(=O)OC1 (stereo not given in full) | 15 | -2 | 3 | -3 | 8 | 106 | -2.2 | -18 | -2.0
COc1ccccc1N1CCN(C2CCCN(C(=O)COc3ccccc3Cl)C2)CC1 (stereo not given) | 9 | -4 | 2 | -7 | -3 | 102 | 2.0 | -4 | 0.2
CCCn1cc(CN2CCCC(C(=O)c3cccc(OC)c3)C2)c(C)n1 (stereo not given) | 10 | 2 | 5 | 13 | 6 | 104 | -2.8 | 16 | -1.8
CCC(=NCc1ccco1)c1c(O)n(-c2ccc(OC)cc2)c(=O)[nH]c1=O | 5 | 6 | 4 | 1 | 0 | 97 | -5.4 | -12 | -2.2
COC(=O)N(c1ccc(OC)cc1)P1(=S)OCCC(C)O1 (stereo not given) | -8 | 25 | -4 | 11 | 0 | 97 | 0.8 | -1 | 0.3
C=CCn1c(O)c(C(C)=NCCN2CCN(C(=S)NC)CC2)c(=O)[nH]c1=O | 20 | -10 | 9 | . | -14 | 93 | -3.0 | -3 | -1.3
O=c1c2ccccc2nc(-c2ccccc2)n1-c1ccccn1 | 2 | 2 | 2 | 15 | -11 | 94 | -4.0 | 2 | -4.9
O=C(N/N=C/c1c(O)n(-c2cccc3ccccc23)c(=O)[nH]c1=O)c1ccncc1 | 13 | 2 | 12 | -10 | 20 | 112 | -3.7 | -23 | -4.0
Oc1c(Br)cc(Br)cc1CN1CCN(Cc2ccccc2)CC1 | 7 | 1 | -18 | -7 | 0 | 105 | -0.4 | 3 | -1.9
N#CC1=C(N)Oc2c(c(=O)oc3ccccc23)C1c1ccncc1 (stereo not given) | 13 | -2 | 4 | -14 | 4 | 98 | -1.1 | 3 | 0.2
FC(F)(F)Oc1ccc(NC2=NCCCS2)cc1 | 8 | -4 | 1 | 16 | 3 | 102 | -2.2 | 0 | -1.1
O=C1C2CCN(CC2)[C@@H]1Cc1ccc2ccccc2c1O | -13 | -2 | -1 | -5 | 3 | 107 | -3.5 | 2 | -0.2
COc1cccc(N=Nc2c(O)[nH]c(=S)[nH]c2=O)c1 | -15 | 17 | 2 | 4 | -4 | 100 | -5.4 | 2 | -5.3
CCC1CCCCN1CC(=O)c1ccc(OC(F)F)cc1 (stereo not given) | -2 | -4 | 0 | 30 | 2 | 107 | 0.7 | 3 | -0.1
CCN1C(=O)NC(=O)/C(=C/c2cc(C)n(-c3sc(C)c(C)c3C#N)c2C)C1=O | 9 | 22 | 18 | 22 | 1 | 102 | 1.8 | -19 | -1.2
CCCCNC(=O)Nc1ccc(C(O)(C(=O)OCC)C(F)(F)F)cc1 (stereo not given) | -20 | -3 | -3 | -1 | 3 | 103 | -2.9 | 2 | -1.8
CN(C)c1cc(N)c2c(n1)CCC2 (tested in a mixture with another compound) | 2 | 5 | 9 | 25 | 1 | 108 | -2.6 | -5 | -3.2
Cn1c(=O)c2nncnc2n(C)c1=O | 0 | -9 | -7 | 7 | -4 | 97 | -1.9 | 1 | -0.2
COc1cccc(C2(C#N)CCN(C)CC2)c1 | 0 | 4 | 5 | 1 | -6 | 91 | -1.9 | 2 | 0.5
Cc1cc(C)cc(NC2=NCCCS2)c1 | 2 | -12 | 10 | 5 | -8 | 89 | 1.1 | 8 | 3.2
CC(=O)N1CCN(c2ccc(N=Cc3c(O)n(-c4ccc(Cl)cc4)c(=O)[nH]c3=O)cc2)CC1 | 7 | 21 | 43* | -8 | 8 | 103 | -2.9 | -28 | -3.6
Cc1nc2c(C(=O)N3CCC4(CC3)OCCO4)cnn2c(C)c1Cc1cccc(Cl)c1 | 16 | -14 | -10 | 23 | -14 | 98 | 1.1 | -48 | -0.6
Cc1ccc2c(c1)c(=O)c1c3n2CCN(CC2CO2)C3CC1 (stereo not given) | 22 | 2 | 0 | -1 | 7 | 99 | -1.7 | 0 | 0.9
CCN(CC)c1ccc(N=Cc2c(O)n(-c3cc(OC)ccc3OC)c(=O)[nH]c2=O)cc1 | -6 | 34* | 36 | -9 | -3 | 92 | -0.1 | -23 | -2.8
CC(C)OP(=O)(OC(C)C)C(NCc1ccccc1)c1ccccc1 (stereo not given) | -7 | 4 | 0 | 18 | 1 | 98 | -2.4 | -24 | -1.2
O=c1[nH]c(=S)[nH]c(O)c1N=Nc1ccc(SC(F)F)cc1 | 11 | 14 | 1 | 17 | -3 | 96 | -3.8 | 6 | -3.7
O=C1CC2OCC=C3CN4CCC56c7cc([N+](=O)[O-])ccc7N1C5C2C3CC46 (stereo not given) | 6 | 15 | -7 | 6 | -3 | 99 | 0.8 | 4 | 1.6
CN1C(=O)/C(=C/c2cccn2-c2ccc3ccccc3c2)C(=O)NC1=S | 12 | -25 | 18 | 20 | -12 | 75 | -4.8 | -16 | -3.9
Cc1ccc(S(=O)(=O)Cc2ccc(C(=O)N3CCC4(CC3)OCCO4)o2)cc1 | 5 | 4 | 5 | . | -5 | 87 | -3.9 | -8 | -2.9
CC(=Nc1ccc2c(c1)CCC2)c1c(O)n(C2CCCCC2)c(=O)[nH]c1=O | 14 | -4 | 4 | -1 | 0 | 98 | -5.2 | -2 | -4.3
C=C(C)Cn1c(=O)n(CC2CS2)c2ccccc21 (stereo not given) | 4 | 2 | 2 | 40 | 1 | 100 | -2.6 | -10 | -2.2
CCN(CC)c1ccc([N+](=O)[O-])c2cccnc12 | 53 | 6 | -2 | -2 | 7 | 101 | -3.1 | 5 | -1.6
Cc1ccc(OP(=O)(NC(C)c2ccccc2)Oc2ccc(C)cc2)cc1 (stereo not given) | -22 | 5 | -4 | 28 | -9 | 92 | -1.6 | -12 | -7.7

11 of these compounds in a different format:
Under each structure – SUMO HTRF inh, M18AAP inhibitor, HCV NS3 hel inh, NALP1 yeast inh, MEKK2 mut-MEK5, MEKK2 WT-MEK5, IMP-1 inh, FID counter, VIM-2 inhibitor
Cc1ccc2c(c1)c(=O)c1c3n2CCN(CC2CO2)C3CC1 (stereo not given)
 : 22, 2, 0, -1, 7, 99, -1.7, 0, 0.9
CCN(CC)c1ccc(N=Cc2c(O)n(-c3cc(OC)ccc3OC)c(=O)[nH]c2=O)cc1
 : -6, 34*, 36, -9, -3, 92, -0.1, -23, -2.8
CC(C)OP(=O)(OC(C)C)C(NCc1ccccc1)c1ccccc1 (stereo not given)
 : -7, 4, 0, 18, 1, 98, -2.4, -24, -1.2
O=c1[nH]c(=S)[nH]c(O)c1N=Nc1ccc(SC(F)F)cc1
 : 11, 14, 1, 17, -3, 96, -3.8, 6, -3.7
O=C1CC2OCC=C3CN4CCC56c7cc([N+](=O)[O-])ccc7N1C5C2C3CC46 (stereo not given)
 : 6, 15, -7, 6, -3, 99, 0.8, 4, 1.6
CN1C(=O)/C(=C/c2cccn2-c2ccc3ccccc3c2)C(=O)NC1=S
 : 12, -25, 18, 20, -12, 75, -4.8, -16, -3.9
Cc1ccc(S(=O)(=O)Cc2ccc(C(=O)N3CCC4(CC3)OCCO4)o2)cc1
 : 5, 4, 5, ., -5, 87, -3.9, -8, -2.9
CC(=Nc1ccc2c(c1)CCC2)c1c(O)n(C2CCCCC2)c(=O)[nH]c1=O
 : 14, -4, 4, -1, 0, 98, -5.2, -2, -4.3
C=C(C)Cn1c(=O)n(CC2CS2)c2ccccc21 (stereo not given)
 : 4, 2, 2, 40, 1, 100, -2.6, -10, -2.2
CCN(CC)c1ccc([N+](=O)[O-])c2cccnc12
 : 53, 6, -2, -2, 7, 101, -3.1, 5, -1.6
Cc1ccc(OP(=O)(NC(C)c2ccccc2)Oc2ccc(C)cc2)cc1 (stereo not given)
 : -22, 5, -4, 28, -9, 92, -1.6, -12, -7.7

(continued)
SMILES | SUMO HTRF inh | M18AAP inhibitor | HCV NS3 hel inh | NALP1 yeast inh | MEKK2 mut-MEK5 | MEKK2 WT-MEK5 | IMP-1 inh | FID counter | VIM-2 inhibitor
O=C(Cn1cnc2ccccc2c1=O)NCC(=O)N1CCC2(CC1)OCCO2 | -5 | -4 | -23 | 22 | 1 | 104 | -2.6 | -4 | -2.3
CN(C)C(=O)Oc1ccc2c(c1)O/C(=C\c1cccc(Cl)c1)C2=O | 11 | -3 | -19 | 13 | 4 | 109 | -1.1 | -16 | -2.4
C=CCn1c(O)c(C(C)=NCCCN(C)C)c(=O)[nH]c1=O | 2 | -3 | 26 | . | 5 | 104 | -4.4 | -6 | 0.9
CN(C)c1ccc(C2C3C=CC(C3)C2(C#N)C(=O)O)c(Br)c1 (stereo not given) | 16 | 4 | 6 | 15 | 2 | 102 | -2.5 | -21 | -3.6
O=C(COc1ccc(Br)cc1)N1CCN(Cc2ccncc2)CC1 | 18 | -3 | 6 | -2 | 6 | 107 | -4.4 | -1 | -3.3
Cn1c(O)c(/C=N/c2ccccn2)c(=O)n(C)c1=O | 12 | 11 | 6 | 6 | 2 | 101 | -0.9 | -9 | -2.0
Cc1c(C(=O)Nc2ccccc2)c2cc(O)ccc2n1Cc1ccccc1 | 11 | 7 | 3 | -1 | 1 | 93 | -2.0 | -13 | 0.6
COC(=O)c1ccccc1OP(=O)(c1cccc([N+](=O)[O-])c1)c1cccc([N+](=O)[O-])c1 | 22 | 2 | 1 | 4 | -6 | 99 | -2.4 | 1 | -0.3
OC1(c2cccnc2)CC2CCC(C1)N2Cc1nnnn1Cc1ccccc1 (stereo not given) | 7 | 0 | 3 | -5 | . | . | -2.3 | -8 | -3.0
CCOc1ccc(NC(=O)C2C3c4ccccc4C(c4ccccc43)C2C(=O)O)cc1 (stereo not given) | 1 | 4 | 32 | -2 | -8 | 90 | -3.1 | -32 | -5.6
O=C(NC[P+](=O)O)OCc1ccccc1 | 16 | 2 | 6 | 10 | 12 | 115 | -2.6 | 2 | -2.8
COc1ccccc1C(=O)Nc1ccc2c(c1)CC1(C(=O)N(C)C(=O)N(C)C1=O)C1CCCN21 (stereo not given) | 12 | 7 | -7 | -2 | 5 | 109 | -0.8 | -46 | -0.6
Cc1c(Br)c(=O)oc2cc(OCC(=O)N3C[C@H]4C[C@@H](C3)c3cccc(=O)n3C4)ccc12 | 8 | -1 | 7 | -10 | 1 | 104 | -1.6 | -17 | 5.5

High-throughput results deposited in PubChem by several laboratories.
